Bioassay records from PubChem BioAssay.
12-LOX inh: Primary qHTS assay for inhibitors of human arachidonate 12S-lipoxygenase (ALOX12): Round 2; Polyunsaturated fatty acid lipoxygenase ALOX12 (Homo sapiens), P18054; hit rate 1.1% among 580,000; purified 12hLO, xylenol orange hydroperoxide absorbance; Potency, µM (doses to about 108 µM), for the others: top-dose activity change, negative = inhibition, most hits filed as inhibitors; AID 1671190, 2021; active means well fitted inhibition curve with a large enough effect; inconclusive means small, poorly fitted or top-dose-only effect, or another doubt; inactive means no such curve, though single readings can be large or run the other way
Target sequence (P18054 whole entry, looked up): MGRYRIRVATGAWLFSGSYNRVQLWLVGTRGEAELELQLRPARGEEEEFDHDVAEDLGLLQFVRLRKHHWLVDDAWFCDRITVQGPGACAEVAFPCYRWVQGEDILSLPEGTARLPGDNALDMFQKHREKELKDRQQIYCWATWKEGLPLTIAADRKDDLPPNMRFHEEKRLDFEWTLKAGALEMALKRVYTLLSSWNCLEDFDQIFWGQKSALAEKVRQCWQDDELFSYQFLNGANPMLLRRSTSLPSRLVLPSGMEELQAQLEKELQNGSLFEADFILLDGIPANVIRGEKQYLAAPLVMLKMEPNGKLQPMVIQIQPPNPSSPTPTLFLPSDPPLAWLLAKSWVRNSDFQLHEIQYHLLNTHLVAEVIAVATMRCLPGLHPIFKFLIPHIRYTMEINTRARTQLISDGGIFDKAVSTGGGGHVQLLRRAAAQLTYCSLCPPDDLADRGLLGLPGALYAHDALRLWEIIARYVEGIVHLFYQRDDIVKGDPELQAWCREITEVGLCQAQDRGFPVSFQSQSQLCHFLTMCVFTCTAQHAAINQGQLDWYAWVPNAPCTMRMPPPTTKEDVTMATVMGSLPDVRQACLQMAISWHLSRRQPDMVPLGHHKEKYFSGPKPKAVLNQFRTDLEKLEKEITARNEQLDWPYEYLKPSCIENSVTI
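Purified human 12hLO at 150 nM in 25 mM Hepes, 0.01% Triton X-100, pH 7.0, preincubated 15 min at room temperature with compound. Reaction started with 40 uM arachidonic acid, 30 min at room temperature. Hydroperoxide measured by Fe-xylenol orange, 573/405 nm absorbance ratio.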
Numbers without * were called inactive; ? = inconclusive; [ ] = remark or other dose. On the % scale 0 is the no-effect control and ±100 the full control effect; potency means the concentration at half of the fitted maximal effect. Not all compounds are listed (hit frequency here may not be typical).

SMILES	12-LOX inh
O=C(NCc1nc2c(s1)CCCC2)C1NCCc2[nH]cnc21 (stereo unspecified)	108.9%[activator]
CCOC(=O)C1CCN(C(=O)c2cc3cc(OC)ccc3[nH]2)CC1	-18.7%
CC(C)c1noc(C2CCCN(C(=O)C3CCCCC3)CCC(=O)NCC2)n1 (stereo unspecified)	33.3%
Cc1cccc(-c2cccc3c4c([nH]c23)[C@@H]2C[C@H]3[C@@H](CN2CC4)[C@H](C)ON3C)c1	-7.9%
CN1C(=O)C(c2ccccc2)CC12CCN(C(=O)c1ccc(F)cc1)CC2 (stereo unspecified)	1.7%
Cn1c(=O)c(CCc2ccccc2)nc2cnc(Oc3ccccc3)nc21	0.0%
O=C1CC(c2ccccc2)N(C(=O)CNC(=O)c2cc(-c3ccc(F)cc3)n[nH]2)CCCCCN1 (stereo unspecified)	49.5%[activator]
Cc1ccc(C)c(C(=O)Nc2ccc(-c3nccs3)cc2)c1	-24.1%
O=C1C2CN(Cc3ccc(F)cc3F)CCC2OCCN1Cc1ccccc1 (stereo unspecified)	16.7%[176 µM]
Cc1noc(C)c1S(=O)(=O)Nc1c(NC2CCCCC2)c2ccccc2oc1=O	-17.0%
O=C(Cc1cccnc1)N1CCCC(c2nc(CCOCC3CCCC3)no2)C1 (stereo unspecified)	23.1%
Cc1cc(N2CCOCC2)nc(Nc2ccc(NC(=O)CC(C)(C)C)cc2)n1	4.6%
CCCCCCC(C)Oc1ccc(-c2ccc(-c3ccc(CCCCC)cc3)nc2)cc1 (stereo unspecified)	0.9%
Cc1ccc(CN2C[C@@H](CO)[C@H](c3nc(C)no3)C2)cc1	28.2%
CC(NC(=S)NNC(=O)CSCc1ccccc1)c1ccccc1 (stereo unspecified)	?
O=C(c1ccc(Cl)cc1)N1CC[C@H]2COC(=O)N2c2cc(F)ccc2C1	29.9%[176 µM]
O=C(Cc1ccccc1Cl)N1CC(c2nnc(-c3ccncc3)o2)C2(CCOCC2)C1 (stereo unspecified)	29.8%
CN(C)CCCn1c(=O)n(C)c(=O)c2[nH]cnc21	3.6%
COc1cccc(-c2nnnn2[C@H]2CO[C@H]3[C@@H]2OC[C@@H]3NS(=O)(=O)c2cccs2)c1	4.7%
COc1cc(NS(=O)(=O)c2cc(-c3cnc(C4CC4)o3)ccc2C)cc(OC)c1	1.2%
CSCC(=O)N[C@H]1CCN2C(=O)c3cc(-c4cccc(C(F)(F)F)c4)ccc3NC(=O)[C@H]12	1.2%
COc1cccc(N2CC(C(=O)NCCNC(=O)c3cn(C)c4ccccc34)CC2=O)c1 (stereo unspecified)	42.4%[activator]
Cn1nc(C2CCN(C(=O)c3ccccc3)CC2)[nH]c1=O	38.1%[176 µM]
Cc1ccc(F)cc1C(=O)Nc1nc(C)c(C)s1	-26.3%
O=C(CCC1CCCN(S(=O)(=O)c2ccc(F)cc2)C1)NC1CC1 (stereo unspecified)	37.2%[activator]
CC(C)=CC1C=C(C)C(C)C(C)C1/C=N/NC(=O)c1ccccc1 (stereo unspecified)	13.9%
O=[S+]1([O-])NC2(CCCN(Cc3ccsc3)C2)CNc2ccccc21 (stereo unspecified)	5.1%
O=C(NCc1cccnc1)c1ccc2c(c1)N(C(=O)c1ccc(F)cc1)CC2	63.6%[activator]
COc1ccccc1-c1ccc2c(c1)[C@@H]1C[C@H]3[C@@H](CN1CC2)[C@H](C)ON3C	-15.9%
CCC(=O)N1Cc2cc(C(=O)NCC(F)(F)F)nc(-c3cccc(-c4cncnc4)c3)c2[C@H]1CCO	?
O=C(NCc1ccncc1)c1ccc(NS(=O)(=O)c2ccc3[nH]c(=O)[nH]c3c2)cc1	37.6%[activator]
O=C(O)C[C@@H]1CCN(C(=O)NC2CCCCC2)C[C@@H]1CCN1CCOCC1	11.8%[176 µM]
COc1ccc2[nH]cc(CCNc3cc(-c4ccccc4C(F)(F)F)ncn3)c2c1	?
CCCCCCCCN1C(=O)[C@H](CC(=O)NCc2ccccc2)C[C@@]2(C(=O)OC)CCCCC=C12	-10.3%
CCC(CC)(Cc1nc2ccccc2s1)C(=O)Nc1ccc(N2CCOCC2)cc1	6.5%
COC(=O)C1=C(C)NC(=O)CC1C(=O)Nc1ccc(Cl)cc1 (stereo unspecified)	?
COc1cc(-c2nn(C3CCC(N4CCN(C(C)=O)CC4)CC3)c3ncnc(N)c23)ccc1NC(=O)c1cc2ccccc2n1C (stereo unspecified)	0.1%[57.4 µM]
COc1cc(OC)c(CNC(=O)c2c(C)noc2-c2cccs2)c(OC)c1	54.0%[activator]
CCC1=C(c2ccc(C)cc2)S(=O)(=O)N=C1N1CCC(C(=O)Nc2ccc(OC)cc2OC)CC1	-8.4%
Cc1ccc2nc(N3CCNCC3)c(-n3nc(C)cc3C)nc2c1	?
CCOC(=O)C(C)Oc1cc2oc(=O)cc(CC)c2cc1Cl (stereo unspecified)	11.6%
Cc1ccc(C(=O)NCc2cccnc2Oc2ccccc2F)c(=O)n1C	20.5%
O=C(N1CCOCC1)N1C2CCC1CN(c1ccc(C(F)(F)F)cc1)C2	10.1%[6.33 µM]
C[C@@]1(c2ccccc2)CCCCN1C(=O)c1cnc2c(c1)N([S+](=O)([O-])c1cccnc1)CCC2	-19.3%
S=C(N/N=C/C1CC=CCC1)NC1CCCCC1 (stereo unspecified)	?
CCN1CC2(CCN(C(=O)c3ccc4c(c3)ncn4CCO)CC2)OC1=O	0.7%
COc1ccc([C@@H](NC(=O)c2scc3c2CCCC3)C2CC(O)C2)cn1 (stereo partly specified)	?
Cc1ccc2nc(-c3ccc(Cl)cc3)c(Cc3cccc(F)c3)n2c1	?
COc1ccc(/C=C2\OC(=O)c3ccccc32)cc1OC	?
O=S(CCc1ccncc1)Cc1ccc2c3c(cccc13)CC2 (stereo unspecified)	?
Cc1ncsc1C(=O)NC(C)c1ccc(F)cc1 (stereo unspecified)	38.8%[activator]
COc1cccc(C(=O)N2CCC3(CC2)N=C(c2ccc(C)cc2)NO3)c1	-3.6%
COc1cccc(NC(=O)N[C@H]2CCN(C(=O)C=C(C)C)[C@@H]2C(=O)N(C)CC(N)=O)c1	-1.3%[176 µM]
O=C(N[C@H]1CO[C@H]2[C@@H]1OC[C@@H]2Nc1nccc(-c2ccccc2)n1)N1CCOCC1	15.5%[176 µM]
Cc1ccc(NC(=O)OCCN(C)C(=O)Nc2ccc(C)cc2C)c(C)c1	1.0%
c1cnc2cc(-c3nc(C4CCOC4)no3)ccc2n1 (stereo unspecified)	57.4%[activator]
O=C(CC1CCCC1)N1CCC(N2C(=O)C(O)C23CCCCC3)CC1 (stereo unspecified)	29.7%
O=C(Nc1ccccc1F)c1cc(-c2ccccn2)nc2ccccc12	?
Cc1cc(-n2c(SCC(=O)NC(C)(C)C)nc3ccsc3c2=O)ccc1F	?
CCCS(=O)(=O)N1CCC2(CC1)CN(C)CC2COC (stereo unspecified)	82.3%[activator]

More entries:
SMILES	12-LOX inh
Cn1cc(-c2cnc3n[nH]c(-c4ccccc4)c3n2)cn1	24.5%[176 µM]
CCc1cccc2c(C(CC(=O)NC(C)CC)c3cccc(OC)c3)c[nH]c12 (stereo unspecified)	-16.8%
O=C1Cc2c(-c3ccccc3Oc3ccccc3)n[nH]c2CN1Cc1ccccn1	5.5%[176 µM]
Cc1nc(CN2Cc3nc(-c4cnn(Cc5ccccc5)c4)ccc3OCC2=O)cs1	3.9%[176 µM]
N#CC1(NC(=O)CSC2=Nc3ccccc3CS2)CCCCC1	?
CNC(=O)c1cc[nH]c1C1CCCN(C(=O)c2ccc(Cn3ccnc3)o2)C1 (stereo unspecified)	45.1%[activator]
Cc1cc(N(Cc2ccccc2F)C2CC2)n2nc(C(F)(F)F)nc2n1	?
OCC1CN(Cc2ccc(Cl)cc2)CC12CCNCC2 (stereo unspecified)	?
O=C1COCC2(CN1Cc1cccc(OC(F)(F)F)c1)CN(C(=O)c1cccs1)C2	18.1%[176 µM]
COc1ccc(CN2C(=O)[C@@H]3C[C@@H](O)CN3C3(CN(Cc4ccc(F)cc4)C3)C2=O)cc1	-1.8%
N#CC1(C(=O)OCC(=O)Nc2ccc(N3CCOCC3)cc2)CCCC1	-8.5%
CCOc1ccc(NC(=O)C#Cc2ccccc2)cc1	15.9%
O=C(O)COc1ccc(-c2nccc3c2C(=O)N(Cc2c[nH]c4ccccc24)CC(CNC(=O)c2cccc(Cl)c2)O3)cc1 (stereo unspecified)	-28.0%
COc1ccc(-c2nc(CSCC(=O)Nc3ccc(C#N)cc3)co2)cc1	-30.1%
Cc1sc(NC(=O)c2ccc3c(c2)OCO3)c(C#N)c1C	?
Cc1csc(-c2nnc(Nc3ccc(Oc4ncccc4-c4ccnc(N)n4)cc3)c3ccccc23)c1	-33.2%[57.4 µM]
COc1ccc(CC(=O)N2CCC3(CCCN(CC4CCC4)C3=O)C2)cc1 (stereo unspecified)	-4.7%
O=C(CC[C@H]1NC(=O)c2ccccc2NC1=O)NCCn1cnc2ccccc2c1=O	53.5%[activator]
CCO[C@H]1CN(C(=O)CSc2ccc(Cl)cc2)C[C@@H]1O	23.8%
O=C(c1ccccc1)N1CCn2c(nn(-c3ccncc3)c2=O)C1	35.3%[activator][176 µM]
O=C(c1ccccc1)N1CCC2(CC1)NC(=O)N(Cc1ccc(F)cc1)C2=O	3.2%
O=C(NCCCCNC(=O)C(c1ccccc1)c1ccccc1)C(c1ccccc1)c1ccccc1	?
COc1ccc(-c2nnc([C@H]3CCN(C)C3)o2)cc1	50.9%[activator][176 µM]
CCOC(=O)C1(Cc2ccccc2C)CCCN(Cc2cn(CC(N)=O)c3ccccc23)C1 (stereo unspecified)	37.7%[activator]
Cc1nnc([C@H]2CCN(Cc3ccccc3)C2)o1	91.7%[activator][176 µM]
O=C(NCC(F)(F)F)c1cc(-c2ccc3c(c2)OCCO3)nc2ccccc12	-46.0%
Brc1ccc(-c2noc(-c3cc(-c4ccco4)n[nH]3)n2)cc1	?
CS(=O)(=O)CCCN	?
Cc1nc(C(=O)NC2CCN(c3ncccc3C#N)CC2)cs1	-3.9%
COc1ccc(NC(=O)N2CCCC(c3nn[nH]n3)C2)cc1 (stereo unspecified)	4.9%
Cc1n[nH]c(C)c1CCC(=O)N1CCC(c2nn(C)c(=O)n2C2CCCC2)CC1	7.1%
CSCCC(C(=O)NC(C)(C)C)n1c(-c2ccc(C)cc2)nc2ccccc21 (stereo unspecified)	8.4%
CCN(CC)Cc1cnc2c(C(=O)N3[C@H]4CCNC[C@@H]3CC4)cnn2c1	?
O=C(Cc1ccc(Cl)cc1)N1CCc2c(nc3cc[nH]n3c2=O)C1	-2.2%
O=C(CN1CCN(Cc2nc3ccsc3c(=O)[nH]2)CC1)NC1CC1	-19.5%
Cc1ccc(-c2nnc(C3CN(C(=O)c4cc(C)nn4C)CC34CCOCC4)o2)cc1 (stereo unspecified)	19.5%
O=C(NC1CCCC1)N1CCCC(Cn2cnc3cccnc32)C1 (stereo unspecified)	29.2%
CCCCCOc1nc2ccccc2nc1NS(=O)(=O)c1ccccc1	?
Cc1oc2c(c1C(=O)N(C)C)CN(C(=O)CCc1ccccc1)CC2	-16.5%
Cn1cc(CC(=O)N2CCCc3ncc(C(=O)Nc4cccc(F)c4)cc32)c2ccccc21	11.4%
CO[C@H]1[C@H](NC(=O)Cc2ccc3c(c2)OCO3)c2ccccc2C12CCNCC2	9.8%
COCCc1noc([C@@H]2CC(F)(F)CN2C(=O)Cn2cc(C)cn2)n1	8.8%
CCn1c(-c2ccccc2F)nc2cc(C(=O)NC(c3ccccn3)C(F)(F)F)cc(NC(C)=O)c21 (stereo unspecified)	-0.3%
CCOC(=O)N1CCC(NC(=O)c2cc3cc(C)ccc3[nH]2)CC1	-15.0%
CCOC(=O)/C=C/[C@H](CCCCOCc1ccccc1)NC(=O)C(F)(F)F	-9.8%
CC(C)NC(=O)c1nc(-c2ccsc2)c2cnccn12	?
Oc1c(Cl)cc(Cl)cc1C=Nc1cccc(C(F)(F)F)c1	?
CCOc1ccccc1C(=O)Oc1ccc(-c2ccc(C#N)cc2)cc1	13.5%
C[C@@H](O)[C@H](N)C(=O)NCc1nc(-c2cccc(F)c2)c(-c2ccccn2)[nH]1	84.9%[activator]
O=C(OCC(=O)N1CCC(Cc2ccccc2)CC1)c1cc(=O)c2ccccc2o1	?
Cc1ccc(CN2CCN(C(=O)C3Cn4cccc4C(=O)N3Cc3cccnc3)CC2)cc1 (stereo unspecified)	28.8%
COCCNC(=O)C(NC(=O)c1ccc(OC)cc1)C1CCN(C(=O)c2ccco2)CC1 (stereo unspecified)	7.1%
Cc1nc(-c2ccc(F)cc2)n(Cc2cccc(Cl)c2)c(=O)c1CCO	?
N#CCCn1c(=O)c(CCc2ccccc2)nc2cnc(N3CCOCC3)nc21	0.0%
O=C(O)/C=C/c1cc(F)ccc1F	5.6%
